Bioassay records from PubChem BioAssay.
M. tuberculosis HTS = M. tuberculosis growth inhibition, HTS (AID 449762); hit rate 0.59% among 330,000; M. tuberculosis H37Rv growth inhibition, 7H9 media; higher % means a stronger effect; inhibition, % at 25 µM; hits with a dose series show IC50 in µM; in the data active = a potency from the dose series; inconclusive = inhibition above about 70% without an active follow-up result;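 note: bacterial growth assessed after seven days of incubation; strong numbers were not always called active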
M. tuberculosis = growth inhibition of non-replicating M. tuberculosis (AID 488890) | Mycobacterium tuberculosis non-replicating, growth inhibition; higher % means a stronger effect | inhibition, % at 25 µM; hits with a dose series show IC50 in µM | hit rate 0.39% among 320,000; in the data active = a potency from the dose series; inconclusive = inhibition mostly from about 82% at the one dose, without a potency; inactive = the rest, 99 in 100 with inhibition below about 76%;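 note: plate controls were DMSO cells for no effect and high antibiotic wells for full effect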
PhoP GFP inhibition = PhoP regulon inhibitors, Salmonella typhi PhoP promoter GFP reporter, confirmatory (AID 1850). Salmonella Typhi PhoP-promoter GFP reporter, fluorescence, 4 h; higher % means a stronger effect. inhibition, % at 50 µM; hits with a dose series show IC50 in µM. hit rate 0.33% among 310,000; in the data active = a potency from the dose series; inconclusive = inhibition mostly from about 25% at the one dose, without a potency; inactive = the rest, 99 in 100 with inhibition below about 19%;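 note: 0% = induced wells with vehicle and 100% = uninduced wells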
influenza NS1A = NS1A inhibition, H1N1 influenza, cell based functional assay (AID 504329); NS1A functional cell-based assay, percent inhibition; higher % means a stronger effect; one-dose inhibition, % at 12.5 µM; IC50 in µM for titrated hits; hit rate 0.3% among 340,000; in the data active = a potency from the dose series; inconclusive = inhibition above about 27% without an active follow-up result; note: strong numbers were not always called active
inhibitors of VEEV = inhibitors of VEEV TC-83 cytopathic effect, confirmation, Vero cells (AID 588727). Vero cells, VEEV TC-83 cytopathic effect inhibition; higher % means a stronger effect. inhibition, % at 20 µM; hits with a dose series show IC50 in µM. hit rate 0.13% among 350,000; in the data active = a potency from the dose series; inconclusive = inhibition mostly from about 14% at the one dose, without a potency; inactive = the rest, 99 in 100 with inhibition below about 12%; note: strong numbers were not always called active
inhibitors of VEEV 10K pilot screen = further read-out of inhibitors of VEEV, marked with its call; inhibition, %; measured here: 10K pilot screen inhibition
The depositor's hits bear a star; i = inactive; ? = inconclusive; nt = no result given.

SMILES	M. tuberculosis HTS	M. tuberculosis	PhoP GFP inhibition	influenza NS1A	inhibitors of VEEV	others
Cc1cccc(NC(=S)NCCN2CCOCC2)c1C	-6%	-1%	-10%	1%	1.6%
O=C(NCc1cccc(Cl)c1)c1ccc2c(c1)OCO2	25%	65%	6%	-6%	1.1%
CC(=O)c1c(C)[nH]c(C(=O)COC(=O)c2c(C)noc2C)c1C	0%	1%	nt	-4%	3.5%
O=C(N1CCCC1)n1c(Cc2ccccc2)nc2ccccc21	-1%	3%	-15%	4%	6.8%
N#Cc1nnn(-c2cc(Cl)cc(Cl)c2)c1N	-4%	-4%	-3%	7%	5.3%
COC(=O)c1c(C)cc(OC(C)=O)c(C)c1OC(C)=O	4%	-10%	-3%	1%	4.0%
Cc1ccc(OCC(=O)N(Cc2ccccc2)c2c(N)n(Cc3ccccc3)c(=O)[nH]c2=O)c(C)c1	5%	-12%	-7%	-9%	0.1%
CCN1CCN(S(=O)(=O)c2ccc(Cl)c(C(=O)N(C)Cc3cccs3)c2)CC1	-6%	1%	nt	-5%	4.0%
CCc1nc(N2CCCC(C)C2)c2oc3ccccc3c2n1 (stereo not given)	?	41%	-3%	-16%	i
CC(C)CC(NS(=O)(=O)c1ccc2c(c1)oc(=O)n2C)C(=O)NC1CCCc2ccccc21 (stereo not given)	-4%	nt	-6%	13%	0.8%
COc1ccc(OCC(O)CNCCNc2nccc(C(F)(F)F)n2)cc1 (stereo not given)	-1%	10%	4%	-1%	i
N#Cc1c(C(F)(F)F)cc(-c2cccs2)nc1SCc1cccnc1	5%	-1%	2%	-2%	0.1%
CC(C)Cc1nnc(NC(=O)c2ccc3c(c2)NC(=O)C(C)S3)s1 (stereo not given)	10%	-4%	11%	-9%	2.0%
COCCNC(=O)/C(C#N)=C/c1cccs1	-16%	-11%	4%	-3%	i
CSc1ncccc1C(=O)NCC(c1cccs1)N1CCOCC1 (stereo not given)	0%	-14%	3%	-4%	1.0%
Cc1cccc(C)c1NC(=O)C(NC=O)c1ccccc1Cl (stereo not given)	4%	3%	5%	7%	5.9%
CS(=O)(=O)N1CCN(C(=O)Cc2cccs2)CC1	-6%	4%	5%	19%	i
CCOC(=O)C1CCCN(Cc2cn[nH]c2-c2ccc(F)cc2F)C1 (stereo not given)	-4%	-7%	3%	-1%	0.9%
Cc1ccc(-n2nc3c(=O)n(CC(=O)NCCc4ccc(Cl)cc4)nc(C)c3c2C)cc1	-3%	-14%	-8%	5%	i
CC(=O)Cc1nsc(NC(=O)c2ccc(COc3cccc(C)c3)o2)n1	7%	76%	7%	-6%	0.9%
O=C(N/N=C/c1ccncc1)c1nc2ccccc2c(=O)[nH]1	-11%	-1%	3%	-6%	i
CCN(CC)C(=O)Cn1cc(C(=O)C(=O)N2CCc3ccccc32)c2ccccc21	5%	8%	0%	0%	i
COc1ccc(CCNc2ncnc3c2c(C)c(C)n3CCCN(C)C)cc1OC	3%	13%	-3%	-14%	0.7%
Cc1cc(NC(=O)CC2CCCC2)n(-c2nc3ccccc3[nH]2)n1	?	?	-2%	4%	i
COc1ccc(NC(=O)c2c(NC(=O)CNCC(C)C)sc3c2CCC3)c(OC)c1	10%	40%	9%	-16%	i
O=C(Nc1ccccc1N1CCCC1)C1CCN(S(=O)(=O)c2cccc(C(F)(F)F)c2)CC1	0%	38%	-2%	-13%	1.4%
CCOC(=O)c1ccc(N2CCN(c3ccccc3F)CC2)c(NC(=O)Nc2ccccc2)c1	8%	5%	1%	-2%	1.6%
c1ccc(C2CC(c3cccs3)n3nnnc3N2)cc1 (stereo not given)	3%	5%	-11%	10%	0.7%	inhibitors of VEEV 10K pilot screen=0.1
Cn1cnnc1SCc1nc(N)nc(Nc2ccccc2)n1	-11%	-5%	-3%	9%	1.1%
Cc1cc2nc(-c3ccc(SCc4ccc(C(=O)O)cc4)nc3)[nH]c2cc1C	20%	9%	0%	1%	9.6%
CCOc1ccccc1/C=N/Nc1ccccc1[N+](=O)[O-]	2%	10%	1%	29%	5.2%
Cc1ccc(N(C(=O)c2ccco2)C(C(=O)NC2CCCC2)c2cccnc2)cc1C (stereo not given)	-2%	-7%	-4%	-7%	1.2%
COC(=O)C1CSc2[nH]c(=O)sc2C1c1ccccc1 (stereo not given)	0%	-2%	-6%	9%	i
O=C(/C=C/c1cc([N+](=O)[O-])ccc1OC(F)F)NCc1ccc(F)cc1	-3%	-5%	2%	-1%	2.9%
Cc1cc(/C=C(\C#N)C(=O)Nc2ccc(F)cc2)c(C)n1-c1ccc(N2CCOCC2)c([N+](=O)[O-])c1	8%	18%	-2%	9%	6.1%
CCOc1ccc2nc(C)cc(C(=O)O)c2c1	3%	5%	2%	0%	0.3%
O=c1c2ccccc2nc2n1CCN2Cc1ccc(Cl)cc1	-6%	51%	-10%	2%	i
CCc1nn(C(C)C(=O)N2CCN(Cc3ccccc3)CC2)c(=O)c2cc3occc3n12 (stereo not given)	-3%	1%	-1%	-18%	i
Cc1ccc(S(=O)(=O)N2CCN(CCNC(=O)C(=O)Nc3ccc(F)cc3)CC2)cc1	0%	-5%	-1%	7%	0.5%
COc1ccc(S(=O)(=O)NC(C)CCc2ccccc2)cc1 (stereo not given)	-2%	49%	7%	5%	i
Cc1ccccc1/C(N)=N/OC(=O)/C=C/c1ccccc1	-12%	9%	-5%	-11%	i
COc1ccc(C(=O)NCCCc2ccccc2)cc1OC	1%	10%	7%	-5%	1.2%
CC(NS(C)(=O)=O)C(c1cccs1)N1CCN(Cc2ccccc2)CC1 (stereo not given)	-4%	9%	3%	2%	1.6%
COc1ccc(NC(=O)C(c2ccccc2)c2ccccc2)c(OC)c1	-17%	-3%	10%	3%	0.2%
COCc1cc(=O)n2c(-c3ccccc3OC)n[nH]c2n1	-5%	13%	-5%	6%	0.1%

Filtered by structure, the entries above containing a nitro group on carbon (three)
SMILES	M. tuberculosis HTS	M. tuberculosis	PhoP GFP inhibition	influenza NS1A	inhibitors of VEEV	others
CCOc1ccccc1/C=N/Nc1ccccc1[N+](=O)[O-]	2%	10%	1%	29%	5.2%
O=C(/C=C/c1cc([N+](=O)[O-])ccc1OC(F)F)NCc1ccc(F)cc1	-3%	-5%	2%	-1%	2.9%
Cc1cc(/C=C(\C#N)C(=O)Nc2ccc(F)cc2)c(C)n1-c1ccc(N2CCOCC2)c([N+](=O)[O-])c1	8%	18%	-2%	9%	6.1%

Carrying on:
SMILES	M. tuberculosis HTS	M. tuberculosis	PhoP GFP inhibition	influenza NS1A	inhibitors of VEEV	others
COc1ccc(COC(=O)N/N=C(\C)CC(=O)Nc2c(C)cc(C)cc2C)cc1	3%	7%	4%	3%	1.4%
COc1cccc(NC(=O)CN(C)C(=O)COc2cc(C)ccc2Cl)c1	1%	10%	10%	-7%	9.2%
O=C(NC1CCCCC1)c1cc(S(=O)(=O)N2CCOCC2)ccc1Cl	10%	-1%	-18%	-14%	7.0%
CC(C)(C)OC(=O)NCCc1nnc(SCc2ccccc2)o1	6%	57%	8%	nt	i
Cc1ccc(CC2C(=O)N(c3ccc(C)cc3)C(=O)C2C)cc1 (stereo not given)	2%	6%	-4%	3%	7.2%
COc1ccc(NC(=O)CSc2nnnn2Cc2ccccc2)cc1	5%	62%	-16%	-9%	0.0%
C/C(=N\NC(=O)c1ccc(OC2CCCC2)cc1)c1ccc(C)s1	5%	-1%	5%	2%	3.8%
CCOC(=O)c1sc2nc3c(cc2c1N)C(=O)CC(C)(C)C3	0%	-1%	3%	5%	0.7%
CCOC(=O)C(/C(C)=N/NC(=O)C1CC1c1ccccc1)C(C)C (stereo not given)	0%	6%	-7%	24%	1.1%
Cc1cc(C)cc(NC(=O)c2ccc(S(=O)(=O)C(F)F)cc2)c1	9%	?	-13%	15%	7.0%
Cc1ccc(C)c(S(=O)(=O)N2CCC3(CC2)OCCN3S(=O)(=O)c2cccs2)c1	-6%	-9%	12%	-3%	5.0%
Nc1nnnn1/N=C/c1ccc(Br)cc1	-1%	-11%	-7%	-3%	0.8%
NP(=O)(OCC(F)(F)F)Oc1ccccc1 (stereo not given)	-1%	15%	-14%	7%	3.6%
CCNc1nc(NCC)nc(-n2nc(C)cc2C)n1	?	?	-5%	-5%	i
Cc1cccc(OP(=O)(Nc2cccnc2)Oc2cccc(C)c2)c1	4%	-9%	-7%	-1%	1.4%
CCc1c(C#N)c(SCCC(=O)Nc2cccc(OC)c2)nc2c1C(=O)CC(C)(C)C2	-5%	4%	-6%	-3%	10%
COc1ccc(-c2sc3ccccc3c2-c2ccc(O)cc2)cc1	4%	17%	nt	-3%	2.8%
O=C(NCC(=O)N1CCN(c2ccccc2O)CC1)C1CCCCC1	3%	9%	7%	-8%	1.5%
O=C(/C=C/c1ccco1)Nc1ccc(Oc2ccccc2)cc1	?	74%	10%	1%	0.6%
COc1cc(OC)c(/C=N/NC(=O)Cn2nc([N+](=O)[O-])cc2C)c(OC)c1	3%	-10%	4%	8%	0.6%
COc1ccc(S(=O)(=O)N(C)CC(=O)Nc2ccc(C)cc2)cc1OC	1%	4%	2%	-2%	i
Cc1ccc(C(=O)CSc2cc(C)[nH]c(=O)n2)cc1	14%	19%	13%	-3%	3.3%
Cc1ccc(S(=O)(=O)N2CCOCC2)cc1NC(=O)CNCC1CCCCC1	-1%	18%	6%	0%	0.1%
COc1ccc(C=NC(CO)C(O)c2ccc([N+](=O)[O-])cc2)cc1 (stereo not given)	-3%	1%	4%	-4%	0.2%
Cc1ccc(C2C(C#N)=C(N)Oc3c2oc(CO)cc3=O)o1 (stereo not given)	8%	5%	-22%	5%	5.0%
C=CCn1c(N)c(S(=O)(=O)c2cccs2)c2nc3ccccc3nc21	-3%	-16%	2%	0%	9.1%	inhibitors of VEEV 10K pilot screen=2.8
Fc1ccccc1CN(CCN1CCOCC1)C(=S)Nc1ccccc1Cl	0%	7%	6%	-3%	0.1%
O=C(Nc1nc2ccc(Cl)cc2s1)c1ccco1	1%	44%	-1%	-8%	0.9%
COc1cccc(CCNC(=O)CCc2nnc(-c3cc(C)oc3C)o2)c1	3%	16%	-1%	3%	1.2%
Fc1ccc2nc(N3CCCC3)sc2c1	9%	61%	1%	0%	1.1%

Reprinted from the part before: 6 entries, followed by the next part.
SMILES	M. tuberculosis HTS	M. tuberculosis	PhoP GFP inhibition	influenza NS1A	inhibitors of VEEV	others
Cc1ccc(C2C(C#N)=C(N)Oc3c2oc(CO)cc3=O)o1 (stereo not given)	8%	5%	-22%	5%	5.0%
C=CCn1c(N)c(S(=O)(=O)c2cccs2)c2nc3ccccc3nc21	-3%	-16%	2%	0%	9.1%	inhibitors of VEEV 10K pilot screen=2.8
Fc1ccccc1CN(CCN1CCOCC1)C(=S)Nc1ccccc1Cl	0%	7%	6%	-3%	0.1%
O=C(Nc1nc2ccc(Cl)cc2s1)c1ccco1	1%	44%	-1%	-8%	0.9%
COc1cccc(CCNC(=O)CCc2nnc(-c3cc(C)oc3C)o2)c1	3%	16%	-1%	3%	1.2%
Fc1ccc2nc(N3CCCC3)sc2c1	9%	61%	1%	0%	1.1%
CC(=O)C(Cl)C(=O)Nc1ccccc1 (stereo not given)	nt	nt	nt	-3%	8.8%
CCOc1c(OC)cccc1C(=O)NCC1(c2ccccc2)CCCC1	-1%	5%	-8%	-2%	2.8%
COc1ccc(CCNC(=O)c2cc3c(F)cccc3s2)cc1OC	?	-10%	-1%	-7%	i
Cc1ccccc1NC(=O)COc1ccc(Br)cc1CNCCCO	0%	0%	-3%	-7%	0.3%
COc1ccc(CCNC(=O)Cn2cnc3c(cnn3C(C)(C)C)c2=O)cc1OC	3%	-6%	-6%	12%	0.6%
CCN(CC)/C(N)=N/c1nc(C)cc(C)n1	-3%	-9%	27%	-2%	0.5%
CCCOc1ccc(C2c3c(oc4cc(C)c(C)cc4c3=O)C(=O)N2CCCN(C)C)cc1 (stereo not given)	-14%	8%	22%	3%	0.8%
Cc1cc(C)cc(C(=O)NCCN2CCOCC2)c1	5%	-7%	-5%	-5%	1.1%
CCOc1ccc(S(=O)(=O)Nc2nc3ccccc3nc2Nc2ccc(N3CCOCC3)cc2)cc1	-6%	8%	21%	5%	4.5%
CCc1n[nH]c(=S)n1/N=C/c1c(O)ccc2ccccc12	-4%	-12%	-2%	-11%	i
COc1ccc(S(=O)(=O)NCC(=O)NCc2cc(=O)n(C)c(=O)n2C)cc1C	-2%	-9%	4%	-10%	1.2%
CC1(C)CC(N2CCN(C(c3ccccc3)c3ccccc3)CC2)=CC(=[N+]2CCCCC2)C1	?	?	52%	5%	11%
O=C(c1ccc(OC2CCN(CCO)CC2)cc1)N1CCCC1	-6%	-14%	-4%	16%	2.5%
